TMEM16A inh = blocks the mouse calcium-activated chloride channel TMEM16A; 310,000 tested, 1.2% active; Q8BHY3; normalized B-score (activity score, 25-100; higher = stronger inhibition) at 10 µM; HEK293 TMEM16A/YFP iodide influx fluorescence, ionomycin;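 active = ratio plate-corrected score three or more library SD toward inhibition, starting fluorescence score within five deviations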;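 also: score derived from kinetic fluorescence span divided by baseline fluorescence per well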
KCNK3 block = human KCNK3 channel inhibition, primary screen | O14649 | CHO-KCNK3 thallium flux, FluxOR fluorescence; active compounds read low | B-score at 10 µM | 340,000 tested, 0.84% active | AID 602410;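 active = B-score under library mean minus 4 SD, starting fluorescence ratio at most library mean plus 5 SD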;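 also: more negative B-score means stronger inhibition of thallium flux through KCNK3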
hERG protect = compounds protecting human hERG from proarrhythmic drug block; Q12809; 310,000 tested, 0.51% active; CHO-hERG, FluxOR thallium flux, dofetilide IC70 present; activation (rescue from dofetilide block), less the hit threshold, % at 10 µM;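 active = activation above the mean of controls blocked by dofetilide plus 5 SD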;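 also: thallium influx through hERG after potassium depolarization seen as dye fluorescence rise; in these data hits start at about 4.7%; inactives centre near -7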
MrgX1 PAM = human MrgX1 positive allosteric modulation, primary screen; Q96LB2; B-score at 10 µM; MrgX1-HEK293, Fluo-4 calcium flux, FDSS; active compounds read high; 310,000 tested, 0.63% active;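 active = plate-corrected calcium response at least 3 library SD above typical, normal starting fluorescence, not activating the receptor alone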;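 also: compound read alongside a low EC10 to EC30 dose of BAM8-22 agonist; peak minus trough fluorescence over baseline measured at the second addition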
RGS4 inh = human RGS4 inhibition; B-score at 10 µM; P49798; HEK293 M3R/RGS4 inducible, Fluo-4 calcium flux; active compounds read high; triggered by carbachol at its EC20; 310,000 tested, 0.45% active; AID 463165;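 active = B-score, a plate-corrected calcium signal, over three deviations above library mean, with baseline fluorescence within five deviations of library mean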;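 also: RGS4 expression induced by doxycycline in cells with stable M3 receptor; B-score is computed from the integrated fluorescence ratio over baseline after carbachol; higher B-score means a larger calcium signal and so more RGS4 inhibition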
KCNK9 block = inhibitors of human KCNK9 two-pore domain potassium channel | Q9NPC2 | HEK293 KCNK9, FluxOR thallium flux fluorescence; active compounds read low | B-score at 10 µM | 310,000 tested, 1.2% active | AID 488922;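 active = ratio B-score over 3 SD below the library mean, with starting fluorescence within 5 SD of its mean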;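 also: negative B-score means less thallium flux so channel inhibition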
Target sequence (Q9NPC2 whole entry, looked up, the tested form may be a part): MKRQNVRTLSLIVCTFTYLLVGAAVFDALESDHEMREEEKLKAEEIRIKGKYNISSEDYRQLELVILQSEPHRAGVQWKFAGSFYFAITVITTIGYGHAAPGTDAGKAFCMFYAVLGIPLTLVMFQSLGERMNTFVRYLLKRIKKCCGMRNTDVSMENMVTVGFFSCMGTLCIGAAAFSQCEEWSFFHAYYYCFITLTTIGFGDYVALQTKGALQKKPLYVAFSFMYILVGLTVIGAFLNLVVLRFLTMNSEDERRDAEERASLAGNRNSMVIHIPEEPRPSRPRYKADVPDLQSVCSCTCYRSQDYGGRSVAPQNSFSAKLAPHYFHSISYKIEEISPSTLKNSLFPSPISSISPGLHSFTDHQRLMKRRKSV
ANO1 activ = mouse TMEM16A channel activation, primary screen | HEK293 TMEM16A/YFP-H148Q/I152L, iodide quench fluorescence; active compounds read low | AID 623877 | B-score at 10 µM | 340,000 tested, 0.3% active;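 active = fluorescence-ratio B-score plate-corrected deviation score at least 3 library SD below zero, with starting fluorescence score within 5 deviations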;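 also: channel opened by trigger with iodide after compound preincubation; score built on the fluorescence ratio of max minus min over baseline; more negative score means more quench and so TMEM16A activation or potentiation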
MrgX1 ag = activates human MrgX1 receptor signaling; AID 588627; 310,000 tested, 0.44% active; MrgX1-HEK293 cells, Fluo-4 calcium fluorescence, agonist mode; active compounds read high; Q96LB2; B-score at 10 µM;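 active = calcium response B-score plate-corrected fluorescence ratio at least 3 library SD, with starting fluorescence B-score inside 5 SD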
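System: HEK293 cells stably expressing human MrgX1 receptor; Dosing: test compound in the initial addition of three; Schedule: overnight plating, then 30 min 37 °C plus 30 min room-temperature dye loading; Detection: kinetic calcium dye fluorescence, Fluo-4 NW; Controls: per-plate positive and negative controls for Z′ factor.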
RGS4 pot = potentiators or activators of RGS4; HEK293 M3R/inducible RGS4, carbachol calcium flux Fluo4; active compounds read low; B-score at 10 µM; 310,000 tested, 0.92% active;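 active = B-score of the integrated calcium signal more than 4 SD below the library mean, with starting fluorescence not abnormally high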;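 also: negative B-score means reduced calcium response which marks RGS4 activation or potentiation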
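test system = M3R-expressing HEK293 line, RGS4 induced by doxycycline | probe or stimulus = carbachol at ECmax as muscarinic agonist stimulus | timing = dye loading 30 min 37 °C, buffer rest 30 min RT | signal = calcium dye Fluo4 fluorescence | evaluation = B score from integrated fluorescence ratio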
KCNQ1 act = human KCNQ1 channel potentiation or activation | P51787 | CHO-K1 KCNQ1, thallium flux FluxOR fluorescence; active compounds read high | B-score at 10 µM | 310,000 tested, 0.35% active | AID 2648;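 active = fluorescence ratio B-score, a plate-corrected score, at least three library SD, with initial intensity B-score within 5 SD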
Target sequence (P51787 whole entry, looked up): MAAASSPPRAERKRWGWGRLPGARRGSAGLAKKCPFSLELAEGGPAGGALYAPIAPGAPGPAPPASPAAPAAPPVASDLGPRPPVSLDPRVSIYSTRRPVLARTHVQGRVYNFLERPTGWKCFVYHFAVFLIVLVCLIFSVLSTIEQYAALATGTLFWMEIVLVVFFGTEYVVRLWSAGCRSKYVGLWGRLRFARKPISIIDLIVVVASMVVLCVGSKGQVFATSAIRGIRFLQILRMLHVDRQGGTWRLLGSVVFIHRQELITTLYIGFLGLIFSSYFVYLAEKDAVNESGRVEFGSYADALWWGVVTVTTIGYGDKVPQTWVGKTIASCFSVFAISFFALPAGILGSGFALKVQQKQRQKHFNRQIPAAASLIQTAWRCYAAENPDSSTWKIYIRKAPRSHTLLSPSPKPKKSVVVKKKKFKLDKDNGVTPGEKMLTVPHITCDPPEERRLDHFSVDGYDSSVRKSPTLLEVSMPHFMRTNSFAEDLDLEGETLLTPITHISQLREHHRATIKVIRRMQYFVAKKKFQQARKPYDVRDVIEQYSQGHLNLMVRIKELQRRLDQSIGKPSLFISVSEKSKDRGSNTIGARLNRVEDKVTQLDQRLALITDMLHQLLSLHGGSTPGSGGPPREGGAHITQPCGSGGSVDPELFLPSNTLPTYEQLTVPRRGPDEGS
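Assay system: stable KCNQ1 CHO-K1 line; medium: assay buffer, equal DMSO in all wells; timing: 90 min dye loading and 20 min compound exposure, both at room temperature; technique: kinetic FluxOR thallium fluorescence, 10-s 1-Hz baseline, 110-s post-stimulus read; read-out basis: B score of baseline-normalized fluorescence ratio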
KCNQ1 inh = human KCNQ1 channel inhibition | P51787 | CHO-K1 KCNQ1, FluxOR thallium flux fluorescence; active compounds read high | B-score at 10 µM | 310,000 tested, 1.3% active;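 active = compounds whose thallium flux B-score, printed positive for inhibition, exceeds three library SD while starting fluorescence stays within three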;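 also: channel opened by potassium depolarization with thallium stimulus after 20 min compound exposure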
An asterisk follows results filed as active; i = inactive; . = no result given.

SMILES	TMEM16A inh	KCNK3 block	hERG protect	MrgX1 PAM	RGS4 inh	KCNK9 block	ANO1 activ	MrgX1 ag	RGS4 pot	KCNQ1 act	KCNQ1 inh
COc1cc(C)ccc1OCc1cc(C(=O)N2CCC(c3ccc(F)cc3)C2)no1 (centres undefined)	i	i	-8	i	i	i	i	i	i	i	i
COc1ccc2nc(NC(=O)C3CCCN(S(=O)(=O)c4cccs4)C3)sc2c1 (centres undefined)	i	i	-15	i	i	i	i	i	i	i	i
Cc1cc(NC(=O)COC(=O)CCS(=O)(=O)c2cc(Cl)ccc2Cl)no1	i	i	-5	i	i	i	i	i	i	i	i
O=C(Cc1c(F)cccc1Cl)Nc1ccc(S(=O)(=O)Nc2nccs2)cc1	i	i	-5	i	i	i	i	i	i	i	i
O=C(Nc1nnc(-c2ccco2)o1)c1ccc(S(=O)(=O)N2CCOCC2)cc1	i	i	-10	i	i	i	i	i	i	i	i
O=C(c1cnc2sccn2c1=O)N1CCCc2ccccc21	i	i	-10	i	i	i	i	i	i	i	i
Cc1cccc(N/C(N)=N/c2nc(CSc3ccc(Cl)cc3)cc(=O)[nH]2)c1	i	.	-12	i	i	i	.	i	i	i	i
CC[C@H]1OC(=O)C[C@@H](O)[C@H](C)[C@@H](O[C@@H]2O[C@H](C)C[C@H](N(C)C)[C@H]2O)[C@@H](CC=O)C[C@@H](C)C(=O)C=C[C@]2(C)O[C@H]2[C@@H]1C	i	.	-8	i	i	i	.	i	i	i	i
COc1ccc(C)cc1NC(=O)CCNC(=O)Cn1ccc2ccccc2c1=O	i	i	-8	i	i	i	i	i	i	i	i
Oc1ccc(Cl)cc1/C=C/c1ccc2cccc(O)c2n1	.	i	-12	.	i	i	i	.	i	i	i
COc1cc(/C=C2\SC(c3ccccc3)=NC2=O)cc(Cl)c1O	.	-10*	-8	.	i	i	i	.	i	i	i
O=C(CCc1ccccc1)Nc1ccc(NC(=O)C2CC2)nc1	i	i	-9	i	i	i	.	i	i	i	i
CC(C(=O)NN)c1ccc([N+](=O)[O-])cc1 (centres undefined)	i	i	-9	9.2*	i	i	i	i	i	i	i
S=c1[nH]nc(COc2ccccc2)n1/N=C/c1ccc(Cl)c(Cl)c1	i	i	-7	i	i	i	.	i	i	i	i
COc1ccc(S(=O)(=O)NCC(=O)N(CC(=O)NC(C)(C)C)Cc2cccs2)cc1	i	i	-13	i	i	i	i	i	i	i	i
O=S(=O)(NC1=NCCC1)c1ccc(F)cc1	i	i	0	i	i	i	i	i	i	i	i
COc1ccc(S(=O)(=O)N(C)CC(=O)Nc2cccc(C(C)=O)c2)cc1C	i	i	-17	i	i	i	i	i	i	i	i
NNC(=O)CSc1c(-c2ccccc2)c2cc(Cl)ccc2[nH]c1=O	i	i	-5	i	i	i	i	i	i	i	i
Cc1ccnc(N(C(=O)Nc2ccccc2)C2=NCC(C)(C)S2)c1	i	i	-7	i	i	i	i	i	i	i	i
CC(C)CNS(=O)(=O)c1ccc(CCC(=O)Nc2ccc3c(c2)OCCO3)cc1	i	i	-4	i	i	i	i	i	i	i	i
COc1ccc(CNC(=O)C/C(C)=N/NC(=O)COc2ccccc2)cc1	i	i	-3	i	i	i	i	i	i	i	i
COc1ccc(-c2nnc(NC(=O)c3ccccc3[N+](=O)[O-])s2)c(OC)c1	i	i	-4	i	i	i	i	i	i	i	i
CCCn1c(SCC(=O)N2c3ccccc3CC2C)nnc1-c1ccco1 (centres undefined)	i	i	-7	i	i	i	i	i	i	i	i
O=C(CCN1CCN(c2ccccc2)CC1)NNC(=O)c1cccc2ccccc12	i	i	-6	i	i	i	i	i	i	i	i
Cc1ccsc1/C=C1\SC(=S)N(CC2CCCO2)C1=O (centres undefined)	i	i	-12	i	i	i	i	i	i	i	i

Other records follow:
SMILES	TMEM16A inh	KCNK3 block	hERG protect	MrgX1 PAM	RGS4 inh	KCNK9 block	ANO1 activ	MrgX1 ag	RGS4 pot	KCNQ1 act	KCNQ1 inh
O=C(CCNC(=O)c1ccc([N+](=O)[O-])cc1)Nc1ccc(F)cc1F	i	i	-7	i	i	i	.	i	i	i	i
CC(=O)c1cccc(NC(=O)CNC(=O)c2sc3ccccc3c2Cl)c1	i	i	-16	i	i	i	i	i	i	i	i
O=C(NCc1csc2ccc(Cl)cc12)Nc1ccccc1	i	i	-7	i	i	i	i	i	i	i	i
O=C(C(=O)c1cccnc1)c1cccnc1	i	i	-8	i	i	i	i	i	i	i	i
CCc1nc(C#N)c(N2CCCCC2)o1	i	i	-1	i	i	i	i	i	i	i	i
C=CCCCCCCCCC(=O)NN	i	i	-1	i	i	i	i	i	i	i	i
Cc1cc(C)n2nc(C)c(Br)c2n1	i	i	0	i	i	i	i	i	i	i	i
CCSc1nnc2n1C(C)(C)Cc1ccccc1-2	i	i	-8	i	i	i	i	i	i	i	i
O=C(CSc1cn[nH]n1)Nc1ccc(O)c(C(=O)O)c1	i	i	-8	i	i	i	i	i	i	i	i
COC(C(=O)Nc1ccnn1C1CCN(Cc2ccc(C)o2)CC1)c1ccccc1 (centres undefined)	i	i	-1	i	i	i	i	i	i	i	i
Cc1nc(SCC(=O)NC(=O)NC(C)(C)C)nc(C)c1C	i	i	-11	i	i	i	i	i	i	i	i
CC(NC(=O)c1cccs1)c1n[nH]c(=S)n1C (centres undefined)	i	i	-6	i	i	i	i	i	i	i	i
COc1ccc(C2=NS(=O)(=O)N(C)C(C(=O)NC3CCCC3)=C2)cc1OC	i	i	-9	i	i	i	i	i	i	i	i
CC(NS(=O)(=O)c1cccc(S(=O)(=O)c2ccccc2)c1)C(=O)O (centres undefined)	i	i	-6	i	i	i	i	i	i	i	i
Cn1c(=O)c2c(n(C)c1=O)=NC1(CCCCC1)N=2	i	i	-5	i	i	i	i	i	i	i	i
O=C(COc1ccc([N+](=O)[O-])cc1)N1CCc2ccccc2C1	i	i	-4	i	i	i	i	i	i	i	i
Cc1ccc(N(CC(=O)NCc2ccco2)C(=O)CCC(=O)Nc2nccs2)cc1C	i	i	-4	i	i	i	i	i	i	i	i
CC1(C)C=C2[C@H]3CC[C@@H]4[C@@]5(C)CCC(=O)C(C)(C)[C@@H]5CC[C@@]4(C)[C@]3(C)CC[C@@]2(C(=O)O)CC1	100*	i	-6	i	i	i	i	i	-9.3*	i	i
Cc1ccc(NS(=O)(=O)c2c(C)[nH]c(C)c2C(=O)N2CCCC2)cc1	i	i	-10	i	i	i	i	i	i	i	i
O=C(Nc1cccc2cccnc12)c1ccccc1Cl	i	i	-16	i	i	i	i	i	i	i	i
Cc1ccc(N=C2NC(=O)CS2)c(C)c1	i	i	-6	i	i	i	i	i	i	i	i
CC(=O)c1ccc(NC(=O)C2CCCN(S(=O)(=O)c3ccc(-n4cnnn4)cc3)C2)cc1 (centres undefined)	i	i	-4	i	i	i	i	i	i	i	i
Cc1cc(C)c(NC(=O)C2CCCCN2C)c(C)c1 (centres undefined)	i	i	-1	i	i	i	i	i	i	i	i
Cn1c(=O)c2c(nc(N/N=C/c3ccc(OC(=O)c4ccco4)cc3)n2Cc2ccccc2)n(C)c1=O	i	i	-8	i	i	i	i	i	i	i	i
CCOC(=O)C(NC(=O)Nc1ccc(F)cc1F)(Oc1ccc(F)cc1)C(F)(F)F (centres undefined)	i	i	-2	i	i	i	i	i	i	i	i

More structures.
SMILES	TMEM16A inh	KCNK3 block	hERG protect	MrgX1 PAM	RGS4 inh	KCNK9 block	ANO1 activ	MrgX1 ag	RGS4 pot	KCNQ1 act	KCNQ1 inh
CC1=NN(C(C#N)c2ccccc2C)C(C)(C)C1 (centres undefined)	i	i	-8	i	i	i	i	i	i	i	i
C=CCn1c(CNC(=O)CCC)nc2ccccc21	i	i	-7	i	i	i	i	i	i	i	i
CSCC[C@H](NC(=O)c1ccco1)c1nnc2ccccn12	i	i	-7	i	i	i	i	i	i	i	i
CCOC(=O)Nc1ccc2c(C)cc(=O)oc2c1	i	i	-18	i	i	i	i	i	i	i	i
O=C(Cc1ccccc1)NCCN1CCCC1	i	i	-12	i	i	i	i	i	i	i	i
CNS(=O)(=O)c1cccc(C(=O)NCC(c2cccs2)N(C)C)c1 (centres undefined)	i	i	-5	i	i	i	i	i	i	i	i
Cc1ccc2[nH]cc(CCNC(=O)C3CCCO3)c2c1 (centres undefined)	i	i	-6	i	i	i	i	i	i	i	i
COc1ccc(C(=O)N2CCN=C2SCc2cccnc2)cc1OC	i	i	-1	i	i	i	i	i	i	i	i
COc1ccc(/C=C/C(O)=C2/C(=O)NC3(C)CC2c2ccccc2O3)c(OC)c1OC (centres undefined)	i	i	-5	i	i	i	i	i	i	i	i
CCC(C(=O)NCC1CCCO1)N(Cc1ccccc1)C(=O)CNS(=O)(=O)c1ccccc1 (centres undefined)	i	i	-3	i	i	i	i	i	i	i	i
CCCCn1nnnc1NCc1ccc(OC)c(OC)c1OC	i	i	-8	i	i	i	i	i	i	i	i
CCn1nc(C)cc1-c1nnc(SCC(=O)Nc2ccccc2)n1CCCOC	i	i	-9	i	i	i	i	i	i	i	i
O=C(CSc1nnc(-c2cccnc2)n1Cc1ccco1)c1ccc2ccccc2c1	i	i	-4	i	i	i	i	i	i	i	i
Cc1cc(NC(=O)c2cc(-c3ccccc3Cl)nc3ccccc23)no1	i	i	-12	i	i	i	i	i	i	i	i
COc1ccc(-c2nnc(-c3ccc(N)cc3)o2)cc1	i	i	-8	i	i	i	i	i	i	i	i
Cc1ccc(C2c3[nH]c4ccccc4c3C[C@H]3C(=O)N(c4ccccc4C(=O)N4CCC[C@H]4C(=O)O)C(=O)N23)cc1 (some centres undefined)	i	i	-6	i	i	i	i	i	i	i	i
O=C(C1COc2ccccc2O1)N1CCn2c(nc3ccccc32)C1 (centres undefined)	i	i	-7	i	i	i	i	i	i	i	i

Retrieved by compound from above, two records:
SMILES	TMEM16A inh	KCNK3 block	hERG protect	MrgX1 PAM	RGS4 inh	KCNK9 block	ANO1 activ	MrgX1 ag	RGS4 pot	KCNQ1 act	KCNQ1 inh
CCCCn1nnnc1NCc1ccc(OC)c(OC)c1OC	i	i	-8	i	i	i	i	i	i	i	i
CCC(C(=O)NCC1CCCO1)N(Cc1ccccc1)C(=O)CNS(=O)(=O)c1ccccc1 (centres undefined)	i	i	-3	i	i	i	i	i	i	i	i

Compounds as they come, and some 6.3% of all compounds hit somewhere here.
